Assay outcomes deposited in PubChem BioAssay by Broad Institute.
LGR2 inh – Drosophila LGR2 receptor signaling inhibition | AID 720647 | 0.35% of 380,000 active | inhibition, % at 9.99 µM | HEK293 LGR2, CRE-luciferase, bursicon-stimulated, 4 h;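 active = drop in luminescence signal, shown as inhibition above about 50% in the replicate tests, limit read from the data, passing the limit was not always enough; inconclusive = probably only some replicates passing the limit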;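 also: agonist challenge used bursicon conditioned medium at about half maximal strength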
SIRT5 block – sirtuin-5 (human) deacylase inhibition; Purified SirT5, succinyl-peptide AMC, trypsin-coupled fluorescence; inhibition, % at 15 µM; 1.1% of 330,000 active; in the data active = inhibition above about 15%; inconclusive = no clear call, values can overlap the other calls
Target sequence (Q9NXA8 whole entry, looked up): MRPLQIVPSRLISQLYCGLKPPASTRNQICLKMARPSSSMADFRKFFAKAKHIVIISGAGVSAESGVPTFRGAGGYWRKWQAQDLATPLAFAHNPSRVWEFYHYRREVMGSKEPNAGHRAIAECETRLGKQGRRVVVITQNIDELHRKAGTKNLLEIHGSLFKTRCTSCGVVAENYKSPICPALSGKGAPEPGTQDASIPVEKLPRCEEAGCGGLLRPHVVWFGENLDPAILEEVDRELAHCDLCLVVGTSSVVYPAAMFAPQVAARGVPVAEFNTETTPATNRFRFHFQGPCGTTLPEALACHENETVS
Cneo AK release – causes C. neoformans cell lysis; adenylate kinase release luminescence, 4 h; normalised: neutral wells 0, clomiphene wells 100; lysis activity, % at 15 µM; 0.2% of 360,000 active; AID 651654;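 active = mean lysis activity across replicates of at least 80%, whatever share of replicates individually reach that level; inactive = mean lysis activity below 80%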
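Material – log-phase Cryptococcus neoformans yeast cells · Input – 5 × 10^6 yeast cells/mL · Medium – fresh YPD growth medium · Doses – single compound concentration per well · Timing – static 4 h at 37 °C with compound, 1 h detection · Detection – adenylate kinase release luminescence · Read-out – signal increase indicating cell lysis · Control set – Clomiphene as positive lysis control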
PGC1a acetyl inh – modulators of PGC1a acetylation. U2OS PGC1a acetylation, AlphaScreen anti-acetyl-lysine; with virally co-expressed GCN5 acetyltransferase. inhibition, % at 15.6 µM. 0.17% of 350,000 active;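 active = every replicate shows inhibition of at least 40%; inconclusive = mean inhibition at least 40% but some replicate below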;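 also: 0% = neutral control wells and 100% = positive control wells; some results beyond the cut were filed as inactive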
Statin myotox sup – protects C2C12 myotubes from simvastatin toxicity | ATP luminescence, 48 h; scaled: DMSO 0, geranylgeraniol control 100 | rescue of ATP level, % at 7.49 µM | 0.78% of 330,000 active;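 active = mean ATP rescue above about 67%, or every replicate alone reaching that limit, limit read from the data, passing the limit was not always enough; inconclusive = no clear call, values can overlap the other calls; inactive = mean under the limit and some replicate under it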;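 also: myotubes were challenged with 10 µM simvastatin during compound exposure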
Xi reactivation – X-chromosome reactivation activator. XiGFP mouse fibroblasts, % GFP-positive cells imaging, 3 d; cells co-treated with 5-aza-dC sensitizer; scaled so ellipticine positive control = 100%. activation, % at 7.58 µM. 0.055% of 360,000 active;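 active = mean normalized replicate activation at least 10% and every replicate at or above 10%; inconclusive = only one of the two criteria met; inactive = mean below 10% and not all replicates reach 10%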;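 also: 0% = median of on-plate neutral control wells and 100% = ellipticine 6 µM median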
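Schedule: 3 d treatment, 15 min room-temperature fixation; system: 68-5-11 XiGFP fibroblast line; buffer or medium: DMEM plus 5-aza-dC sensitizer; control set: ellipticine 6 µM positive control; compound: one concentration, pinned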
ERAP1 inh – ERAP1 (human) enzyme inhibition; inhibition, % at 10.7 µM; AID 652197; 0.15% of 340,000 active; recombinant ERAP1, Leu-AMC fluorescence, 60 min;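 active = mean replicate inhibition of at least 30%, or all replicates individually reaching that 30% level; inactive = mean below 30% and not every replicate reaching it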;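 also: 0% = neutral control wells and 100% = L-leucinethiol positive control wells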
S100A4 MyoIIA – S100A4-myosin IIA interaction inhibition; P26447; S100A4/TAMRA-MyoIIA peptide fluorescence polarization; inhibition, % at 10.7 µM; 0.14% of 360,000 active; AID 652163;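 active = mean inhibition of at least 70% across replicates, with every replicate also reaching that level; inconclusive = mean inhibition reaches 70% but some replicates fall short; inactive = mean inhibition below 70%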
Target sequence (P26447 whole entry, looked up): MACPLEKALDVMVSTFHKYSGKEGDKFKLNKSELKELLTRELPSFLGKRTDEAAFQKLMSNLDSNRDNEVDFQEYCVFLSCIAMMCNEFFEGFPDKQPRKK
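Material: human S100A4 monomer with TAMRA-labelled myosin IIA peptide; buffer or medium: HEPES pH 7.2 with CaCl2, KCl, NaCl, DTT, Triton; compound dosing: one concentration per compound; schedule: 5 min incubation before reading; benchmarks: neutral control DMSO, positive control TFP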
An asterisk follows results filed as active; ? = inconclusive; nt = not tested or not shown. These rows are one share of the data; count on the stated rates, not on these rows.

entry	Structure	LGR2 inh	SIRT5 block	Cneo AK release	PGC1a acetyl inh
1	COc1cc(/C=N/Nc2ccccc2[N+](=O)[O-])ccc1OC(=O)c1ccccc1F	-92	-4	-3	nt
2	C[C@H]1CN([C@@H](C)CO)C(=O)c2cccc(NS(=O)(=O)c3cn(C)cn3)c2O[C@H]1CN(C)Cc1ccc(Oc2ccccc2)cc1	14	29*	-4	3
3	COc1ccc(NC(=O)CCNC(=O)c2ccco2)cc1OC	-10	-2	-1	19
4	Cc1c(C(=O)N2CCOCC2)sc(NC(=O)c2ccccc2F)c1C#N	-9	2	-5	-6
5	COc1cccc(-c2nn(-c3ccccc3)cc2CN(C)C(C)c2ccncn2)c1 (centres undefined)	-5	-3	-1	?
6	O=C(Nc1ccccc1F)N[C@H]1CC[C@@H](CCNC(=O)C2CCC2)O[C@H]1CO	16	1	-3	-12
7	COc1ccc(C(=O)N2CCN(Cc3ccc(OC)c(OC)c3)CC2)cc1	2	-3	1	-11
8	COc1ccc(C(CNC(=O)CN(C)S(=O)(=O)c2ccc(C)cc2)N2CCCC2)cc1 (centres undefined)	17	-4	0	-3
9	CCN1CCc2c(OCC(=O)Nc3ccccc3)cccc2C1=O	-7	-2	-1	12
10	C[C@@H]1CN([C@H](C)CO)C(=O)c2cc(NC(=O)Cc3cn(C)c4ccccc34)ccc2O[C@H]1CN(C)CC1CCCCC1	nt	9	1	-11
11	Cc1nc2c(C)cccc2c2c1COC2	-11	-1	nt	-6
12	CCN1C(=O)C(=O)N(CC(=O)Nc2cc(C)ccc2C)C1=O	0	-1	-2	3
13	O=C(O)Cc1sc(-c2ccccc2Cl)nc1-c1ccccc1	-3	nt	4	4
14	COC(=O)C1=C(NC(=O)C2CCCCC2)CCS1	nt	-4	nt	nt
15	COc1ccc(S(=O)(=O)N(C)C[C@@H]2Oc3ccc(NC(=O)NC(C)C)cc3CC(=O)N([C@H](C)CO)C[C@H]2C)cc1	7	0	48	0

entry	Statin myotox sup	Xi reactivation	ERAP1 inh	S100A4 MyoIIA
1	28	-0.1	6	2
2	-15	0.1	0	2
3	-1	0.2	-2	0
4	9	0.2	1	-1
5	nt	0.1	1	2
6	4	-0.4	2	-37
7	-4	0.0	-3	-3
8	-11	0.0	-2	-14
9	1	0.0	-4	1
10	1	0.1	0	16
11	-7	0.1	-3	0
12	-1	0.2	-2	-2
13	2	0.0	nt	nt
14	nt	0.0	4	-1
15	17	0.1	4	4

Single entries from the list.
ERAP1 inh, #2 is entered as 0
Statin myotox sup, #10 is entered as 1
Xi reactivation, #5 is entered as 0.1

Next part
entry	Structure	LGR2 inh	SIRT5 block	Cneo AK release	PGC1a acetyl inh
16	C[C@@H]1C(NC(=O)c2ccccc2)CC2CC1C2(C)C (some centres undefined)	4	-3	0	nt
17	Cc1ccc(S(=O)(=O)N(CC(=O)Nc2cccc(C)c2C)C(=O)N2CCN(C)CC2)cc1	5	1	3	8
18	COC(=O)C1=C(C)N(Cc2cccc(C(F)(F)F)c2)C(=NCc2ccccc2C(F)(F)F)NC1c1ccc(Cl)cc1 (centres undefined)	18	nt	nt	nt
19	CC1CCC(NC(=O)C(Cc2ccccc2)n2cccc2)CC1 (centres undefined)	6	-3	nt	-9
20	CC(C)NC(=O)N1C[C@@H]2[C@H](c3ccccc31)[C@H](CO)N2C(=O)c1ccccn1	-4	3	-5	7
21	Cc1ccc([C@H]2C(C(=O)O)=CC[C@@H](c3ccc(Cl)c(Cl)c3)N2S(=O)(=O)c2ccc(C)cc2)cc1	-7	6	6	3
22	Cn1c(=O)[nH]c(=O)c2c1nc(SCC(O)CCl)n2Cc1ccccc1 (centres undefined)	-2	2	-1	0
23	O=C(C[C@@H]1CC[C@@H](NC(=O)Nc2ccccc2F)[C@@H](CO)O1)NCc1ccc(-c2ccccc2)cc1	-8	-1	nt	nt
24	CO[C@H]1CN(C)C(=O)c2ccc(NS(=O)(=O)c3cccc(Cl)c3)cc2OC[C@@H](C)NC[C@@H]1C	3	-2	3	-5
25	NCCCC(N)(C(=O)O)C(F)F (centres undefined)	5	-4	2	-6
26	C[C@H]1CN([C@@H](C)CO)C(=O)c2cc(NS(=O)(=O)c3cccs3)ccc2O[C@H]1CN(C)C(=O)Nc1cccc2ccccc12	1	1	1	2
27	CN(C)c1ccc2c(c1)[C@@H]1C[C@@H](CC(=O)NCc3ccc(-c4ccccc4)cc3)O[C@H](CO)[C@@H]1O2	-17	nt	-2	-14
28	N#CCOC(=O)C1c2ccccc2Oc2ccccc21	-5	-2	-1	nt
29	CCn1c(Cc2ccc(OC)cc2)nnc1SCC(=O)Nc1nc2ccccc2s1	16	nt	0	-8
30	CN(C)CCOC(=O)Cc1ccc(Cl)cc1	-16	-4	2	nt

entry	Statin myotox sup	Xi reactivation	ERAP1 inh	S100A4 MyoIIA
16	9	0.1	-3	-10
17	0	-0.1	-2	-3
18	nt	0.2	-4	-39
19	nt	0.0	0	4
20	-19	0.4	3	-7
21	14	0.0	nt	-4
22	18	0.0	2	1
23	nt	-0.6	3	-3
24	2	0.0	3	-2
25	1	0.0	1	-10
26	-1	-1.0	-2	-3
27	-2	0.0	nt	nt
28	14	0.1	4	-1
29	1	nt	nt	nt
30	nt	nt	7	-2

Remaining list, next part
entry	Structure	LGR2 inh	SIRT5 block	Cneo AK release	PGC1a acetyl inh
31	Cc1scc(-c2n[nH]c(=S)n2C(C)c2ccccc2)c1C (centres undefined)	-7	-5	1	-5
32	O=C(Nc1ccccc1)Nc1ccccc1C(=O)NCC1CC1	-16	0	nt	-3
33	CCCNC(=O)C1(C)CCN1C(=O)c1ccccc1CCc1ccccc1 (centres undefined)	-3	nt	1	18
34	O=C(NN=C1CCCC1)c1[nH]c2ccc(Cl)cc2c1-c1ccccc1	19	-8	2	-12
35	N#C[C@H]1[C@H](c2ccccc2C2=CCCCC2)[C@@H](CO)N1C(=O)NC1CCCCC1	5	0	nt	16
36	CCCNC(=O)c1onc(CSc2ccc(F)cc2)c1C(=O)NCC1CC1	-8	nt	-2	-11
37	CCCc1ccc(C(=O)CN2C(=O)C(=O)N(C3CCCC3)C2=O)cc1	-2	7	-1	7
38	CCC(=O)N1[C@H](CO)[C@H]2c3ccccc3N(C(=O)Nc3ccc(Cl)cc3)C[C@H]21	-9	-3	-3	5
39	CC(C)(C)OC(=O)NCCc1onc(-c2ccccc2F)c1C(=O)O	-1	-4	-1	-8
40	CN1C(=O)c2cc(NC(=O)Nc3ccc(Cl)cc3)ccc2OC[C@@H]2O[C@H](CC(=O)O)CC[C@H]21	-3	0	3	1
41	N#Cc1ccc(-c2ccc3nccn3c2)cc1	-3	-5	3	-2
42	Cc1noc(C)c1NC(=O)Nc1ccc2c(c1)C(=O)N([C@H](C)CO)C[C@@H](C)[C@@H](CN(C)S(=O)(=O)c1ccc(F)cc1)O2	9	-3	1	7
43	Cc1noc(C)c1NC(=O)N(C)C[C@@H]1OCCCC[C@@H](C)Oc2ccc(NC(=O)c3ccccc3)cc2C(=O)N([C@H](C)CO)C[C@H]1C	5	7	65	1
44	CC1CC(C)CN(C(=O)c2ccc(NC(=O)c3ccc(=O)[nH]c3)cc2)C1 (centres undefined)	-2	nt	-4	1
45	CCOc1cccc(/C=N/N=C/c2cccc(OCC)c2O)c1O	-1	-5	4	nt

entry	Statin myotox sup	Xi reactivation	ERAP1 inh	S100A4 MyoIIA
31	-7	0.0	-4	-2
32	0	0.1	4	0
33	0	0.0	-4	-3
34	nt	1.1	3	-5
35	nt	0.1	2	-4
36	-69	-0.2	nt	1
37	-5	0.1	-3	-11
38	-2	-0.1	-3	5
39	5	0.2	2	1
40	16	0.2	1	-3
41	-4	0.1	-1	2
42	-26	0.1	6	0
43	nt	0.2	7	3
44	0	0.3	1	-2
45	-2	0.3	0	-3

Of the compounds above, four have an NH in an aromatic ring.
entry	Structure	LGR2 inh	SIRT5 block	Cneo AK release	PGC1a acetyl inh
22	Cn1c(=O)[nH]c(=O)c2c1nc(SCC(O)CCl)n2Cc1ccccc1 (centres undefined)	-2	2	-1	0
31	Cc1scc(-c2n[nH]c(=S)n2C(C)c2ccccc2)c1C (centres undefined)	-7	-5	1	-5
34	O=C(NN=C1CCCC1)c1[nH]c2ccc(Cl)cc2c1-c1ccccc1	19	-8	2	-12
44	CC1CC(C)CN(C(=O)c2ccc(NC(=O)c3ccc(=O)[nH]c3)cc2)C1 (centres undefined)	-2	nt	-4	1

entry	Statin myotox sup	Xi reactivation	ERAP1 inh	S100A4 MyoIIA
22	18	0.0	2	1
31	-7	0.0	-4	-2
34	nt	1.1	3	-5
44	0	0.3	1	-2

(further entries)
entry	Structure	LGR2 inh	SIRT5 block	Cneo AK release	PGC1a acetyl inh
46	O=C(c1cccc([N+](=O)[O-])c1)c1cc2ccccc2o1	-26	32*	nt	nt
47	C[C@@H]1CN([C@H](C)CO)S(=O)(=O)c2ccc(C#CC3CC3)cc2O[C@H]1CN(C)Cc1ccncc1	-20	0	-3	-9
48	O=S(=O)(Nc1ccc(N2CCCCC2)cc1)c1ccccc1F	nt	-3	13	-6
49	COc1cc(NC(=O)C2CC2)c(OC)cc1NC(=O)CCC(=O)NC1CCN(Cc2ccccc2)CC1	7	0	nt	-3
50	CCc1noc(C)c1C(=O)Nc1ccc(C)c(S(=O)(=O)N2CCCCCC2)c1	11	-4	nt	-5
51	COc1ccc2sc(N(CCCN(C)C)C(=O)c3ccc(S(=O)(=O)N4CCc5ccccc5C4)cc3)nc2c1	5	-9	0	22
52	Cc1noc(C)c1NC(=O)Nc1cccc2c1O[C@H](CN(C)C(=O)Nc1c(C)noc1C)[C@@H](C)CN([C@@H](C)CO)C2=O	-8	-4	2	-1
53	O=C(COc1ccc(/C=N/NC(=O)C(=O)N2CCCCCC2)cc1)Nc1ccccc1Cl	5	-2	1	-1
54	Cc1cccc(COC[C@H](CC(C)C)N2CCN(C(=O)c3ccc(C(C)(C)C)cc3)CCC2=O)c1	20	14	nt	nt
55	COc1ccc2c3c([nH]c2c1)[C@H](CO)N(Cc1ccncc1)CC31CCN(CC2CCOCC2)CC1	8	0	nt	-3
56	O=C(c1ccco1)N1CC2(CC(c3ccc(Cl)cc3)=NO2)CN1Cc1ccc(Br)cc1 (centres undefined)	4	1	nt	-8
57	COc1ccc(CCNC(=O)CSc2nc(=O)n3cccc(C)c3n2)cc1OC	-10	-2	-5	0
58	Cc1sc2nc(SCC(=O)N(C)Cc3ccccc3)n(-c3ccccc3)c(=O)c2c1C	-10	nt	4	-13

entry	Statin myotox sup	Xi reactivation	ERAP1 inh	S100A4 MyoIIA
46	nt	0.1	-8	-9
47	-58	-0.7	0	13
48	nt	0.0	2	-13
49	nt	0.2	-3	5
50	-3	0.1	-5	6
51	1	0.3	0	-7
52	11	-0.2	0	-1
53	nt	0.0	-4	-2
54	nt	-0.1	nt	-11
55	nt	0.0	0	9
56	8	0.2	-3	-9
57	1	0.3	-5	-2
58	20	nt	nt	nt
